Screens as filed in PubChem BioAssay.
ADAM17 inh = ADAM17 inhibitors, primary screen, biochemical, QFRET | recombinant ADAM17, EDANS/DABCYL FRET peptide cleavage | inhibition, % at 6.95 µM | 0.83% of 370,000 active;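 active = inhibition above the mean of compounds lying between control limits plus 3 SD, set per campaign, cut at about 8.5% in these data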;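 note: 0% = DMSO-only wells as the low control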
Tn7 DDE FP = inhibitors of Tn7 peptide binding to fibrin DD(E), primary screen, biochemical, fluorescence polarization, human fibrin, Tn7 probe. inhibition, % at 8.3 µM. Fibrinogen beta chain (Homo sapiens), P02675. FP displacement of FITC-Tn7 peptide from fibrin DD(E); 0% = median of compound wells per plate. 0.13% of 370,000 active;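 active = inhibition above the mean of compounds falling within the control limits plus 3 SD of them, cut at about 14% in these data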;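 note: 0% = plate median of compound wells and 100% = 10 µM Aha-Tn7 peptide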
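Assay system: human fibrin DD(E) protein / Input: 2 µM fibrin DD(E) / Benchmarks: high control of 10 µM Aha-Tn7 peptide / Measured by: fluorescence polarization of the labelled Tn7 tracer / Medium: Tris buffer with calcium and detergent, pH 7.8 / Timing: 10 min compound pre-incubation, 3 h probe incubation at room temperature / Repeats: one replicate per compound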
UHRF1 MBD2 ctr = UHRF1 methylated DNA binding inhibitors, primary screen, counter-screen for MBD2 inhibitor project, biochemical, TR-FRET, human UHRF1, single concentration; E3 ubiquitin-protein ligase UHRF1 (Homo sapiens), Q96T88; inhibition, % at 4.4 µM; 0.75% of 370,000 active; AID 687016, 2013; UHRF1 binding to methylated oligo; in the data active = inhibition above about 21%;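 note: UHRF1 SRA domain binding a hemimethylated CpG hairpin DNA probe; 0% = median of test compound wells and 100% = reference inhibitor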
ASAP1 inh = inhibitors of human ASAP1 ArfGAP activity, primary screen, biochemical, fluorescence polarization; inhibition, % at 16.5 µM; Arf-GAP with SH3 domain, ANK repeat and PH domain-containing protein 1 (Homo sapiens), …; 0.19% of 360,000 active; ASAP1-stimulated ARF1 GTP hydrolysis, GDP FP detection; in the data active = inhibition above about 25%;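 note: 0% = vehicle with enzyme and substrate and 100% = no enzyme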
PLCb3 inh = human PLC-beta3 inhibitors, primary screen, biochemical, fluorescence | 1-phosphatidylinositol 4,5-bisphosphate phosphodiesterase beta-3 (Homo sapiens), Q01970 | 0.18% of 370,000 active | inhibition, % at 12.2 µM | Purified PLC-beta3, fluorogenic substrate; in the data active = inhibition above about 11%;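 note: 0% = median of compound wells on plate and 100% = full blocker control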
proKLK7 act = proKLK7 zymogen activators, primary screen, biochemical, fluorescence intensity | AID 652039, 2013 | activation, % at 7 µM | purified proKLK7, EDANS-DABCYL substrate fluorescence; 100% is mature enzyme control, 0% vehicle | 0.9% of 370,000 active;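 active = activation above the mean of all tested compounds plus 3 SD, computed per campaign excluding outliers beyond control limits, cut at about 13% in these data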
PLCg1 inh = PLC-gamma1 enzyme inhibitors, primary screen, biochemical, fluorescence, purified enzyme; 1-phosphatidylinositol 4,5-bisphosphate phosphodiesterase gamma-1 (Homo sapiens), P19174; fluorogenic substrate; inhibition, % at 12.2 µM; 0.84% of 370,000 active; AID 720700, 2013; in the data active = inhibition above about 9.5%
Target sequence (P19174 whole entry, looked up): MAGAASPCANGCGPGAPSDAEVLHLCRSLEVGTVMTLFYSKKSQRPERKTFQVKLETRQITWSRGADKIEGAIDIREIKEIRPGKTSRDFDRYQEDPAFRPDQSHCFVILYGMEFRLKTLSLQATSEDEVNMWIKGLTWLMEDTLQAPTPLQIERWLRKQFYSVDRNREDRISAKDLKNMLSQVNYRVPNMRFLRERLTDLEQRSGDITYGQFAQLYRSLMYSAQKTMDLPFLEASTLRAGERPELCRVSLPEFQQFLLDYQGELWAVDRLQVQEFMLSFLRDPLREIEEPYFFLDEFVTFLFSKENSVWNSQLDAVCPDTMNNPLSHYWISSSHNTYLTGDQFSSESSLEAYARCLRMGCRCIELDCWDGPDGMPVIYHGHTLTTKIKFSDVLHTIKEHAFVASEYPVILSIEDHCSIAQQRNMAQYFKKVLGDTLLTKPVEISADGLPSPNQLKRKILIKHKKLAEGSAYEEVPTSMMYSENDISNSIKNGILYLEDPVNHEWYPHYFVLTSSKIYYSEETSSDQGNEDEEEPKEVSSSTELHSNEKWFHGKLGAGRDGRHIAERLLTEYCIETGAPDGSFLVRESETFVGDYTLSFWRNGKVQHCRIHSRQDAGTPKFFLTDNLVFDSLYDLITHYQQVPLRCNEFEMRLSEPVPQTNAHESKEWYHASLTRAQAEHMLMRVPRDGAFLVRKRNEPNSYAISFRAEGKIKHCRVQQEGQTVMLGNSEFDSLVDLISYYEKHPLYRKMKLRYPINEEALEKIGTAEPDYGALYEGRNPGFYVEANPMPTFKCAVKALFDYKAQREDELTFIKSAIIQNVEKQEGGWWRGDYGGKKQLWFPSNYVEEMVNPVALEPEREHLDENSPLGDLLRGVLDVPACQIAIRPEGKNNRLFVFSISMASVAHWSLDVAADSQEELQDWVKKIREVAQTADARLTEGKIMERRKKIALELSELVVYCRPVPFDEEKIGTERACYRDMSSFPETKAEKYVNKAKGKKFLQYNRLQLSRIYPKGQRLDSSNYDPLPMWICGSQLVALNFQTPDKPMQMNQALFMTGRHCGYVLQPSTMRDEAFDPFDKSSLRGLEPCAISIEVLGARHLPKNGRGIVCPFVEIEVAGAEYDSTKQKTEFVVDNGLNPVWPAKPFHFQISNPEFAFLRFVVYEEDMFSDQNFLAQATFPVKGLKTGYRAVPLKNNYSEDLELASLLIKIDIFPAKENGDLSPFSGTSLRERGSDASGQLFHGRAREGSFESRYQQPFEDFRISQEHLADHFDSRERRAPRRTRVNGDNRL
ARFGAP1 inhibitor = inhibitors of rat ARFGAP1 GAP activity, primary screen, biochemical, fluorescence polarization, GDP tracer | ADP-ribosylation factor GTPase-activating protein 1 (Rattus norvegicus), Q62848 | AID 651572, 2012 | Arfgap1-stimulated ARF1 GTP hydrolysis, GDP FP detection | 0.26% of 360,000 active | inhibition, % at 16.5 µM;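 active = inhibition above a per-plate limit, mean inhibition of low control wells plus 3 SD, cut at about 25% in these data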;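 note: 0% = DMSO wells with enzyme and 100% = wells lacking Arfgap1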
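System: truncated rat Arfgap1 GAP domain / Benchmarks: high control wells lacking Arfgap1, low control full reaction with DMSO / Times: compound-enzyme preincubation 20 min, reaction 120 min, detection 60 min, 25 °C / Repeats: one replicate per compound / Also added: human ARF1(Δ1-17)-GTP substrate / Measured by: Tracer-displacement fluorescence polarization with EDTA stop, 620/688 nm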
MBD2 inh = inhibitors of MBD2 binding to methylated DNA, primary screen, biochemical, TR-FRET, DNA-binding domain, human | Methyl-CpG-binding domain protein 2 (Homo sapiens), Q9UBB5 | MBD2 binding to methylated oligonucleotide | inhibition, % at 4.4 µM | 0.31% of 370,000 active | AID 686964, 2013; in the data active = inhibition above about 13%
Tn6 DDE FP = inhibitors of Tn6 peptide binding to fibrin DD(E), primary screen, biochemical, fluorescence polarization, human fibrin, Tn6 probe. Fibrinogen beta chain (Homo sapiens), P02675. 0.21% of 370,000 active. Fibrin DD(E) TRITC-Tn6 fluorescence polarization displacement. inhibition, % at 8.3 µM. AID 720509, 2013;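 active = inhibition above a per-campaign cutoff: mean of compounds within control limits plus 3 SD, cut at about 15% in these data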;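 note: 0% = median of all compound wells on the plate and 100% = blocking peptide control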
* marks the source's active call; other numbers are inactive results. Rows are unselected; any-hit rate near 4.1%.

How did Fc1ccccc1OCCCCCCN1CCCC1 do in these assays?
ADAM17 inh: -4; Tn7 DDE FP: 0; UHRF1 MBD2 ctr: 1; ASAP1 inh: -3; PLCb3 inh: 3; proKLK7 act: 0.6; PLCg1 inh: 0; ARFGAP1 inhibitor: -6; MBD2 inh: 2; Tn6 DDE FP: -7

Results for O=C(/C=C/c1ccccc1)NNC(=O)C1CC1 ?
ADAM17 inh: -5; Tn7 DDE FP: 4; UHRF1 MBD2 ctr: -1; ASAP1 inh: 5; PLCb3 inh: 4; proKLK7 act: -0.4; PLCg1 inh: -1; ARFGAP1 inhibitor: -1; MBD2 inh: 4; Tn6 DDE FP: 1

What do the screens show for `CC(=O)N=c1n(C)c2ccccc2n1CCOc1ccccc1`?
ADAM17 inh: 0; Tn7 DDE FP: -2; UHRF1 MBD2 ctr: -1; ASAP1 inh: 7; PLCb3 inh: 1; proKLK7 act: 0.2; PLCg1 inh: 6; ARFGAP1 inhibitor: -7; MBD2 inh: 7; Tn6 DDE FP: 1

What do the screens show for `CN(C)CCN1C(=O)c2oc3ccc(F)cc3c(=O)c2C1c1ccncc1` (stereo not given)?
ADAM17 inh: -24; Tn7 DDE FP: -4; UHRF1 MBD2 ctr: -2; ASAP1 inh: 16; PLCb3 inh: -51; proKLK7 act: 1.0; PLCg1 inh: -37; ARFGAP1 inhibitor: -2; MBD2 inh: 1; Tn6 DDE FP: 0

How did COC(=O)c1ccc(C(=O)OC)c(NC(=O)COC(=O)C2CC2C)c1 (stereo not given) do in these assays?
ADAM17 inh: -7; Tn7 DDE FP: -4; UHRF1 MBD2 ctr: 15; ASAP1 inh: 2; PLCb3 inh: -3; proKLK7 act: 1.6; PLCg1 inh: -4; ARFGAP1 inhibitor: -4; MBD2 inh: 5; Tn6 DDE FP: 7

What do the screens show for `O=C(COC(=O)c1c(F)cccc1F)Nc1cccc(S(=O)(=O)N2CCCCC2)c1`?
ADAM17 inh: -1; Tn7 DDE FP: 5; UHRF1 MBD2 ctr: -3; ASAP1 inh: 0; PLCb3 inh: 2; proKLK7 act: -0.1; PLCg1 inh: -1; ARFGAP1 inhibitor: 5; MBD2 inh: 0; Tn6 DDE FP: 0

Results for Cc1cccc2cc(COC(=O)C(C)(C)C)c(=O)[nH]c12 ?
ADAM17 inh: -1; Tn7 DDE FP: -1; UHRF1 MBD2 ctr: 0; ASAP1 inh: -7; PLCb3 inh: -3; proKLK7 act: -0.1; PLCg1 inh: 3; ARFGAP1 inhibitor: 15; MBD2 inh: 3; Tn6 DDE FP: 5

Results for O=C(COc1ccccc1Cl)NNC(=O)C1CCCO1 (stereo not given) ?
ADAM17 inh: -2; Tn7 DDE FP: 1; UHRF1 MBD2 ctr: 1; ASAP1 inh: -20; PLCb3 inh: 2; proKLK7 act: -0.3; PLCg1 inh: 0; ARFGAP1 inhibitor: 16; MBD2 inh: 1; Tn6 DDE FP: 3

How did Cc1ccc2[nH]c3c(=O)n(CC(=O)NCc4ccco4)ncc3c2c1 do in these assays?
ADAM17 inh: -20; Tn7 DDE FP: -1; UHRF1 MBD2 ctr: 2; ASAP1 inh: 3; PLCb3 inh: -11; proKLK7 act: -0.7; PLCg1 inh: -10; ARFGAP1 inhibitor: 1; MBD2 inh: -5; Tn6 DDE FP: -2

What do the screens show for `Cc1ccc(C)c(N2CC(C(=O)OCC(=O)Nc3cc(C)on3)CC2=O)c1` (stereo not given)?
ADAM17 inh: 1; Tn7 DDE FP: 3; UHRF1 MBD2 ctr: -2; ASAP1 inh: 2; PLCb3 inh: -4; proKLK7 act: -0.4; PLCg1 inh: -1; ARFGAP1 inhibitor: 12; MBD2 inh: 0; Tn6 DDE FP: -1

Results for CCOc1ccc(C2=Nn3c(nnc3-c3ccccc3)SC2)cc1Cl ?
ADAM17 inh: 4; Tn7 DDE FP: 0; UHRF1 MBD2 ctr: -2; ASAP1 inh: 6; PLCb3 inh: 3; proKLK7 act: -0.2; PLCg1 inh: -2; ARFGAP1 inhibitor: 14; MBD2 inh: -3; Tn6 DDE FP: 0

Results for CCN(CC)C(=O)Cn1nnc(-c2ccc(S(C)(=O)=O)cc2)n1 ?
ADAM17 inh: -5; Tn7 DDE FP: 2; UHRF1 MBD2 ctr: 2; ASAP1 inh: 2; PLCb3 inh: -6; proKLK7 act: 0.1; PLCg1 inh: -3; ARFGAP1 inhibitor: -7; MBD2 inh: 1; Tn6 DDE FP: 1

What do the screens show for `Cc1ccc(N2CCN(C(=O)c3ccccc3NC(=O)C3CCCCC3C(=O)O)CC2)cc1` (stereo not given)?
ADAM17 inh: -3; Tn7 DDE FP: -1; UHRF1 MBD2 ctr: 1; ASAP1 inh: -4; PLCb3 inh: 0; proKLK7 act: -0.9; PLCg1 inh: -1; ARFGAP1 inhibitor: -4; MBD2 inh: -5; Tn6 DDE FP: -4

Results for COc1ccc(OC)c(C=NNC(=O)c2ccccc2NS(=O)(=O)c2cccs2)c1 ?
ADAM17 inh: -49; Tn7 DDE FP: 4; UHRF1 MBD2 ctr: 0; ASAP1 inh: 6; PLCb3 inh: -179; proKLK7 act: 5.0; PLCg1 inh: -148; ARFGAP1 inhibitor: 9; MBD2 inh: -3; Tn6 DDE FP: 10

Results for COCCN(C(=O)Nc1ccc(OC)cc1OC)C1CCN(C(C)=O)CC1 ?
ADAM17 inh: -7; Tn7 DDE FP: 5; UHRF1 MBD2 ctr: -2; ASAP1 inh: -6; PLCb3 inh: 0; proKLK7 act: 0.0; PLCg1 inh: 0; ARFGAP1 inhibitor: 11; MBD2 inh: 3; Tn6 DDE FP: -2

How did COc1ccc(CN2CCCC(CO)(Cc3ccc(F)cc3)C2)c(OC)c1OC (stereo not given) do in these assays?
ADAM17 inh: -4; Tn7 DDE FP: 4; UHRF1 MBD2 ctr: 0; ASAP1 inh: 10; PLCb3 inh: -10; proKLK7 act: 0.2; PLCg1 inh: 2; ARFGAP1 inhibitor: -1; MBD2 inh: 4; Tn6 DDE FP: -6

What do the screens show for `CCc1ccc(NC(=O)Cn2c(=O)n(CCC(=O)NC3CCN(Cc4ccccc4)CC3)c(=O)c3ccccc32)cc1`?
ADAM17 inh: -8; Tn7 DDE FP: 7; UHRF1 MBD2 ctr: 3; ASAP1 inh: 5; PLCb3 inh: -9; proKLK7 act: 0.2; PLCg1 inh: 1; ARFGAP1 inhibitor: 0; MBD2 inh: 0; Tn6 DDE FP: 1

What do the screens show for `CCN(CC)CCCNCC(=O)Nc1cc(C)on1`?
ADAM17 inh: -1; Tn7 DDE FP: -4; UHRF1 MBD2 ctr: 1; ASAP1 inh: -10; PLCb3 inh: 3; proKLK7 act: -0.1; PLCg1 inh: -1; ARFGAP1 inhibitor: 18; MBD2 inh: -2; Tn6 DDE FP: 0

How did Cc1ccc(N2CC(C(=O)Nc3nnc(SCCC4OCCO4)s3)CC2=O)cc1 (stereo not given) do in these assays?
ADAM17 inh: -3; Tn7 DDE FP: 0; UHRF1 MBD2 ctr: 1; ASAP1 inh: 14; PLCb3 inh: -9; proKLK7 act: -0.3; PLCg1 inh: -2; ARFGAP1 inhibitor: -2; MBD2 inh: 3; Tn6 DDE FP: -3

Results for C[C@H](CO)N1C[C@H](C)[C@@H](CN(C)C(=O)Nc2ccccc2F)Oc2cc(Br)ccc2S1(=O)=O ?
ADAM17 inh: -2; Tn7 DDE FP: -2; UHRF1 MBD2 ctr: -1; ASAP1 inh: -7; PLCb3 inh: 3; proKLK7 act: 0.3; PLCg1 inh: -2; ARFGAP1 inhibitor: 2; MBD2 inh: -2; Tn6 DDE FP: 0

What do the screens show for `Cc1nn(Cc2ccc(F)cc2)c(C)c1NC(=O)c1nn(C)cc1Cl`?
ADAM17 inh: -5; Tn7 DDE FP: 6; UHRF1 MBD2 ctr: -1; ASAP1 inh: 4; PLCb3 inh: 0; proKLK7 act: -0.1; PLCg1 inh: 1; ARFGAP1 inhibitor: 6; MBD2 inh: 2; Tn6 DDE FP: 7

Results for Cc1nnc(-c2cnn(C)c2N)n1Cc1ccccc1F ?
ADAM17 inh: -5; Tn7 DDE FP: 3; UHRF1 MBD2 ctr: -2; ASAP1 inh: 9; PLCb3 inh: -2; proKLK7 act: -0.3; PLCg1 inh: 0; ARFGAP1 inhibitor: -8; MBD2 inh: 2; Tn6 DDE FP: 0

Results for Oc1[nH]c2c(Cl)cc(Cl)cc2c1N=NC(=S)NCC1CCCO1 (stereo not given) ?
ADAM17 inh: 1; Tn7 DDE FP: 1; UHRF1 MBD2 ctr: -6; ASAP1 inh: 7; PLCb3 inh: 7; proKLK7 act: 0.3; PLCg1 inh: 4; ARFGAP1 inhibitor: -2; MBD2 inh: 1; Tn6 DDE FP: 4

Results for COc1ccc(CC(=O)Nc2ccc(S(=O)(=O)N3CCCC3)cc2)c(OC)c1 ?
ADAM17 inh: -2; Tn7 DDE FP: 4; UHRF1 MBD2 ctr: 0; ASAP1 inh: -3; PLCb3 inh: -8; proKLK7 act: 0.1; PLCg1 inh: 1; ARFGAP1 inhibitor: 7; MBD2 inh: -6; Tn6 DDE FP: 6

How did O=[N+]([O-])c1ccc(O)c(Nc2ncnc3ccccc23)c1 do in these assays?
ADAM17 inh: -1; Tn7 DDE FP: 0; UHRF1 MBD2 ctr: 2; ASAP1 inh: -7; PLCb3 inh: -8; proKLK7 act: -0.1; PLCg1 inh: -3; ARFGAP1 inhibitor: -4; MBD2 inh: 5; Tn6 DDE FP: -1

Two compounds picked at random from the list so far, as already listed:
Results for Cc1nnc(-c2cnn(C)c2N)n1Cc1ccccc1F ?
ADAM17 inh: -5; Tn7 DDE FP: 3; UHRF1 MBD2 ctr: -2; ASAP1 inh: 9; PLCb3 inh: -2; proKLK7 act: -0.3; PLCg1 inh: 0; ARFGAP1 inhibitor: -8; MBD2 inh: 2; Tn6 DDE FP: 0

Results for C[C@H](CO)N1C[C@H](C)[C@@H](CN(C)C(=O)Nc2ccccc2F)Oc2cc(Br)ccc2S1(=O)=O ?
ADAM17 inh: -2; Tn7 DDE FP: -2; UHRF1 MBD2 ctr: -1; ASAP1 inh: -7; PLCb3 inh: 3; proKLK7 act: 0.3; PLCg1 inh: -2; ARFGAP1 inhibitor: 2; MBD2 inh: -2; Tn6 DDE FP: 0
